Screening data from PubChem.
LMPTP block = blocks human LMPTP phosphatase. recombinant LMPTP-A, OMFP fluorogenic substrate, fluorescence intensity. inhibition, % at 20 µM. 360,000 tested, 0.22% active. AID 651560;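 active = compounds that cut the enzyme signal by at least half of the control window in the single-dose screen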;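 note: plate controls were DMSO wells with enzyme plus substrate for no effect and substrate without enzyme for full effect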
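material = LMPTP-A | quantity = 0.625 nM enzyme | reagent = OMFP substrate, 400 µM final | buffer or medium = Bis-Tris pH 6.0, DTT, detergent | detection = endpoint fluorescence intensity from OMFP dephosphorylation | dosing = single 20 µM dose | read-out basis = % inhibition relative to no-enzyme and uninhibited control wells | control set = no-enzyme and uninhibited controls | timing = 50 min at room temperature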
TbMetRS inhib = blocks T. brucei methionyl-tRNA synthetase activity | purified T. brucei MetRS, ATP depletion, Kinase-Glo luminescence | inhibition, % at 11.9 µM | 360,000 tested, 0.4% active | AID 624268;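 active = inhibition above a per-plate cutoff of the control wells' mean inhibition plus 3 SD, cut at about 5.5% in these data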;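 note: 0% = DMSO wells median and 100% = median of wells with control inhibitor compound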
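assay system = parasite MetRS enzyme | timing = 15 min preincubation, 2 h reaction, all 25 °C | evaluation = percent inhibition relative to median high and low control wells | medium = HEPES buffer containing pyrophosphatase, BSA, spermine, DTT | compound = single dose, 11.9 µM final nominal, 0.9% final DMSO | detection = Kinase-Glo luminescence, ATP depletion format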
DNMT1 block = blocks human DNA methyltransferase DNMT1 | AID 588458 | 360,000 tested, 0.83% active | P26358 | DNMT1 molecular beacon, Hinp1I cleavage, fluorescence | inhibition (reported as % activation of signal), % at 10 µM; in the data active = inhibition above about 50%
NRP1-CendR mod = modulators of CendR peptide binding to human neuropilin-1; O14786; FAM-RPARPAR peptide binding to NRP-1, fluorescence polarization; inhibition, % at 25 µM; 360,000 tested, 0.85% active;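 active = inhibition or corrected inhibition above about 18%, plus a signal ratio from 0.5 to 1.5, limit read from the data, passing the limit was not always enough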; note: strong numbers were not always called active
SUMO1-SIM PPI = alters human SUMO1 binding to SIM partners | P63165 | SUMO1 binding to a labelled peptide, TR-FRET, 1 h | inhibition, % at 20 µM | 360,000 tested, 0.33% active | AID 602429; in the data active = inhibition above about 37%
Target sequence (P63165 whole entry, looked up): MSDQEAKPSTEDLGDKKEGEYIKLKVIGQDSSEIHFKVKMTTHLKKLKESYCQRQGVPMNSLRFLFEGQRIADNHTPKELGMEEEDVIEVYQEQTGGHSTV
MsrA act = activates bovine MsrA enzyme | purified bovine MsrA, absorbance read-out | activation, % at 10.6 µM | 360,000 tested, 0.3% active | AID 602163; in the data active = activation above about 7.5%;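 note: 0% = vehicle and 100% = reference activator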
STEP block = blocks human striatal-enriched tyrosine phosphatase. 360,000 tested, 0.25% active. P54829. recombinant STEP, OMFP fluorogenic substrate, fluorescence. inhibition, % at 20 µM;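 active = inhibition at 20 µM, scaled per plate between control wells, above about 37%, limit read from the data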;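 note: 0% = DMSO with enzyme and substrate and 100% = substrate only without enzyme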
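Material: STEP (striatal-enriched tyrosine phosphatase) enzyme, cell-free; Compound dosing: 20 µM single dose in 1% DMSO; Technique: fluorescence read at 480 nm ex / 540 nm em; Times: reaction 20 min, ambient temperature; Medium: 50 mM Bis-Tris pH 6.0 with 2.5 mM DTT and 0.005% Tween 20; Also added: OMFP at 25 µM.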
MsrA inh = inhibitors of bovine MsrA; purified bovine MsrA, absorbance read-out; inhibition, % at 15.5 µM; 360,000 tested, 0.75% active; AID 651718; in the data active = inhibition above about 4.5%;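 note: 0% = vehicle wells with enzyme and 100% = reference inhibitor wells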
Scp-1 inhibitor = inhibitors of human Scp-1 phosphatase | Q9GZU7 | Recombinant Scp1, phosphopeptide, malachite green phosphate absorbance | inhibition, % at 20 µM | 340,000 tested, 0.88% active;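 active = inhibition above about 50% at 20 µM, limit read from the data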;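 note: plate controls were DMSO wells with enzyme for no effect and wells lacking enzyme for full effect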
Target sequence (Q9GZU7 76-261 limits assumed): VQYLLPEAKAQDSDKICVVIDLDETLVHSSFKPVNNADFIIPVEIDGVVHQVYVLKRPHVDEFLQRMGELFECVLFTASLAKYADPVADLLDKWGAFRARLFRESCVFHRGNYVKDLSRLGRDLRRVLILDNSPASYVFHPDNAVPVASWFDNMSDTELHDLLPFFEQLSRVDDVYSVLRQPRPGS
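Test system: SCP-1 phosphatase catalytic domain, residues 76-261 | Compound dosing: One concentration, 20 µM, with 1.0% DMSO | Schedule: 45 min room-temperature reaction, 5 min colour, 30 min stabiliser | Detection: Absorbance at 630 nm | Read-out basis: % inhibition of SCP-1 phosphate liberation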
E coli Lon inh = inhibitors of E. coli Lon protease. P0A9M0. 360,000 tested, 0.42% active. purified E. coli Lon protease, fluorescence polarization. inhibition, % at 7.94 µM; in the data active = inhibition above about 13%, passing the limit was not always enough;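 note: 0% = enzyme with probe and DMSO and 100% = no enzyme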
Target sequence (P0A9M0 whole entry, looked up): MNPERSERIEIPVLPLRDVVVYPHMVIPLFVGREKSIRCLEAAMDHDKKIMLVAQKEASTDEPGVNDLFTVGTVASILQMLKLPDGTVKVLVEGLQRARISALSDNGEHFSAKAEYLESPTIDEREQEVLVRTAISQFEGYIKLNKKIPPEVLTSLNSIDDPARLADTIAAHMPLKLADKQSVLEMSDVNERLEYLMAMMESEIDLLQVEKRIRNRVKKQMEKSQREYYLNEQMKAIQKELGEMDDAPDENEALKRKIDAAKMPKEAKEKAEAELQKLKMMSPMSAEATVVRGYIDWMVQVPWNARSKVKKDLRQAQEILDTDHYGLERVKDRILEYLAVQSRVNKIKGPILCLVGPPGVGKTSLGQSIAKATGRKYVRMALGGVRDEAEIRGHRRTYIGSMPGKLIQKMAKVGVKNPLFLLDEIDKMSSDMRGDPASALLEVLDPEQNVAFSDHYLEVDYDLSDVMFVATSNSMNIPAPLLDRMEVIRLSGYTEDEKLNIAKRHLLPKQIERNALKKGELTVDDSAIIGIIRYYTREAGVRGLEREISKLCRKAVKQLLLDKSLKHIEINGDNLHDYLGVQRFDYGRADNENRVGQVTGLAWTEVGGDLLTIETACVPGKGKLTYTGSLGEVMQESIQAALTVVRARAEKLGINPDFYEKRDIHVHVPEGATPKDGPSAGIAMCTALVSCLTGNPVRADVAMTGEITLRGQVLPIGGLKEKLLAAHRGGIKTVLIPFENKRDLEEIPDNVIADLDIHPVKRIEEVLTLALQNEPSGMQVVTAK
The depositor's hits bear a star; · = no result given. Outcome played no part in choosing rows. About 4.3% of those tested had a hit in this group.

SMILES | LMPTP block | TbMetRS inhib | DNMT1 block | NRP1-CendR mod | SUMO1-SIM PPI | MsrA act | STEP block | MsrA inh | Scp-1 inhibitor | E coli Lon inh
CSc1nccc(NC(=O)c2cccc(Br)c2)n1 | 0.3 | -0.7 | 2 | 2 | 2 | -6 | -2 | 0.0 | -9 | 8
CCc1ccc(C(=O)c2ccccc2C(=O)O)s1 | 0.1 | 0.3 | 1 | 16 | -4 | -3 | 3 | 2.6 | -5 | -1
Cc1ccc2nc(COc3ccc(Cl)cc3)cc(=O)n2c1 | -0.9 | -0.5 | 6 | -6 | -3 | -6 | -3 | -0.1 | 3 | -4
CC(=O)c1ccc(S(=O)(=O)N(C)CC(=O)NCC2CCCCC2)cc1 | -0.1 | -0.8 | -2 | 4 | -4 | -8 | -1 | -0.7 | -1 | -1
COc1ccc(C(=O)OCC(=O)Nc2ccc(N3CCOCC3)cc2)cc1OC | 0.0 | 0.2 | -5 | -2 | 2 | -2 | 0 | -0.9 | -8 | 1
Cc1cccc2c(=O)c(C(=O)NCCc3ccccc3)c[nH]c12 | -1.2 | -0.5 | 0 | -13 | 22 | -3 | -3 | -0.6 | -10 | 4
CCOC(=O)N1CCN(C(=O)c2cccn3c(=O)c4cc(Cl)ccc4nc23)CC1 | 1.0 | -1.0 | -1 | -1 | -20 | -6 | 11 | 2.5 | -9 | -8
O=C1c2ccccc2-c2c1c1ccccc1c(=O)n2-c1ccccc1 | 0.2 | -0.2 | 50 | 13 | -3 | 5 | 0 | 0.5 | -16 | -12
CCn1c(NC(=O)c2ccc(COc3ccc(C)cc3[N+](=O)[O-])o2)nc2ccccc21 | 3.1 | 0.0 | -5 | 4 | 1 | -1 | 3 | -1.0 | 2 | 11
Cc1cc(-c2nnc(SCC(=O)NC3CC3)n2C(C)C)cs1 | 0.3 | -0.3 | 3 | 17 | 4 | -3 | -1 | -0.3 | -7 | -13
O=C1NC(=S)NC1(c1ccccc1)c1ccccc1 | -0.7 | -0.2 | 4 | 4 | 5 | 1 | -4 | -0.7 | -5 | 0
COc1ccc(CCNC(=O)C2=CCN(S(=O)(=O)c3ccc(F)cc3)CC2)cc1OC | 0.4 | -0.9 | -6 | 5 | -3 | -8 | 1 | 0.8 | -1 | 7
O=C(Nc1ccc(OC(F)(F)F)cc1)c1ccccc1-n1cnnn1 | -0.2 | -0.1 | 6 | 5 | 0 | -2 | -2 | -0.8 | -8 | -2
CC1(c2ccccc2Br)NC(=O)N(CC(=O)NC2CCCCC2)C1=O (stereo not drawn) | -0.8 | 0.8 | 6 | -6 | 3 | -3 | -3 | 0.6 | -1 | -6
CCN(CC)CP(=O)(c1ccccc1)c1ccccc1 | -0.7 | -0.5 | 2 | -16 | 2 | -1 | 2 | -1.7 | -2 | 2
N#Cc1ccc(C23OCCN2CCn2c3c3ccccc3[n+]2[O-])cc1 (stereo not drawn) | -0.9 | -0.1 | 3 | -12 | -9 | -1 | -4 | 0.9 | 1 | 5
COc1ccccc1OCc1ccc(C(=O)Nc2ccccc2)cc1 | -0.2 | -0.3 | -5 | -3 | 3 | 12* | -1 | -0.1 | -10 | -2
COc1ccc(Cl)cc1S(=O)(=O)N(C)CC(=O)N1CCCC1 | -3.0 | -0.1 | 2 | -4 | -1 | -5 | 1 | 0.5 | -4 | 8
CC(=O)NC(Cc1ccc(C)cc1)C(=O)NC1CCN(S(=O)(=O)c2ccccc2)CC1 (stereo not drawn) | -2.2 | 0.0 | 0 | 0 | 3 | -2 | 1 | -0.9 | -12 | 3
CC(C)Oc1ccc(C(=O)NCCCNC(=O)c2cccnc2)cc1 | -0.4 | -0.2 | 1 | 17 | 1 | -4 | 0 | 0.9 | -2 | 4
O=S(=O)(Nc1cccnc1)c1cccc(C(F)(F)F)c1 | -1.3 | 0.4 | 1 | 8 | 1 | -2 | -2 | 0.8 | -4 | 2
O=C(NCC1CC1)c1ccc2c3n(nc2c1)-c1ccccc1CO3 | -0.8 | -0.3 | 3 | 12 | -27 | -6 | -2 | 0.8 | -8 | -15
Cn1c(SC/C=C/c2ccccc2)nnc1-c1ccco1 | -1.6 | 0.1 | 2 | 8 | -1 | 3 | 0 | -0.1 | -7 | 3
Cc1ccc(CNC(=O)C23CN(Cc4ccccc4)CC2C(c2ccc([N+](=O)[O-])cc2)=NO3)o1 (stereo not drawn) | 1.6 | -0.2 | -8 | 2 | -26 | 0 | 0 | 0.0 | 14 | -9
O=C1OCCC1Sc1nc2cc(Cl)ccc2n1Cc1ccccc1 (stereo not drawn) | 2.8 | -0.9 | 20 | -6 | 0 | -3 | 2 | -0.7 | 31 | 1
CCCOc1ccc(-c2nnc(-c3ccncc3)o2)cc1 | -1.4 | -0.7 | -1 | -14 | 4 | -1 | 2 | -0.1 | -5 | 10
CC(CC(=O)N(C)C1CCCCC1)S(=O)(=O)c1ccc2c(c1)NC(=O)CO2 (stereo not drawn) | -0.5 | 0.1 | 2 | 2 | 3 | 0 | -2 | -1.5 | -1 | 4
CN(C)c1ccc2c(=O)[nH][nH]c(=O)c2c1 | 0.2 | -0.8 | 0 | 11 | 4 | -4 | -1 | 2.0 | -5 | -4
COCC(C)NS(=O)(=O)c1ccc(NC(=O)C(Cc2ccccc2)NC(N)=O)cc1 (stereo not drawn) | 0.5 | 0.3 | 3 | 3 | 0 | -1 | -3 | -0.4 | -4 | -5
Cc1cccn2c(=O)nc(SCC(=O)NCc3ccc4c(c3)OCO4)nc12 | -0.2 | -0.3 | -1 | -1 | -1 | -6 | 1 | 3.8 | -1 | -7
COc1cccc(OC)c1OC(=O)c1cnccn1 | 0.0 | 0.0 | 4 | 13 | 1 | -3 | -1 | -1.3 | 2 | -2
CCOCc1nnc(NC(C)=O)s1 | 0.0 | -0.7 | 9 | 5 | 2 | -16 | -4 | -1.2 | -5 | 1
CCc1ccc(C(=O)OCC(=O)NCCNC(=O)COC(=O)c2ccc(CC)cc2)cc1 | -1.2 | -0.2 | 2 | -4 | -1 | -2 | 1 | 3.3 | -4 | -3
Nc1c(Cl)cc(C2=NCCn3c2c2ccc([N+](=O)[O-])cc2[n+]3[O-])cc1Cl | -4.8 | -0.4 | -23 | -15 | -39 | -2 | 0 | 0.8 | 4 | -15
Cc1ccc(-n2[nH]c(C)c(CCC#N)c2=O)cc1 | 0.2 | -0.7 | 4 | -1 | 0 | -7 | 4 | · | -4 | -7
COc1ccc(OC)c(NC(=O)c2cccc(Cn3cc(Br)c([N+](=O)[O-])n3)c2)c1 | 3.0 | -0.8 | -6 | 1 | -9 | -5 | 2 | 0.6 | -11 | -3
O=C(NNC(=O)c1cccnc1SCc1cccc([N+](=O)[O-])c1)c1cccnc1 | -2.9 | 1.0 | 4 | 3 | -3 | -3 | 2 | -0.2 | -10 | -5
COC(CNC(=O)c1ccc2nc3ccccc3c(=O)n2c1)OC | -0.1 | -0.1 | 1 | 3 | -25 | -3 | -3 | 1.6 | -9 | -6
CCOc1ccc(-c2nnc3ccc(SCc4ccc(C(=O)OC)o4)nn23)cc1 | 1.8 | -0.4 | -1 | 0 | -17 | -3 | 2 | 1.6 | 2 | -9
O=C(NC1CCCCC1)N1CCC(n2c(=O)[nH]c3ccccc32)CC1 | 1.6 | -0.6 | 2 | -2 | 0 | -1 | -1 | 0.4 | 11 | 6
O=C(CCCCCCC(=O)NCc1ccccc1)NCc1ccccc1 | -1.2 | -0.4 | -4 | 16 | 3 | -1 | 1 | 0.3 | -1 | -1
COc1ccc(-c2sc3ccccc3c2C#CC2(O)CCCCC2)cc1 | 2.6 | -0.2 | -19 | 13 | 3 | -3 | 0 | 0.3 | -8 | -6
COc1ccc(CCNC(=S)N(C)C)cc1OC | -1.2 | 0.2 | -1 | 20 | 1 | -1 | 0 | -1.1 | 8 | -4
C[C@H]1[C@H](C)CC[C@]2(C(=O)O)CC[C@]3(C)C(=CC[C@@H]4[C@@]5(C)C[C@@H](O)[C@H](O)C(C)(C)[C@@H]5CC[C@]43C)[C@H]12 | -6.0 | -0.6 | 7 | 12 | -4 | -1 | -4 | · | 9 | -2
COc1cccc(/C=N/NC(=O)c2ccc3nc[nH]c3c2)c1O | -0.6 | -0.4 | 2 | -5 | -8 | -2 | 0 | 1.6 | -8 | 0
O=C(Nc1cccc(Cl)c1)c1ccc(NCC2CCCO2)c([N+](=O)[O-])c1 (stereo not drawn) | -0.9 | -0.8 | 5 | -53 | -16 | -10 | -4 | 0.9 | 5 | 10
Cc1ccc(C)n1-c1cc([N+](=O)[O-])ccc1-n1ccnc1 | 0.2 | 0.0 | -1 | 2 | -26 | 0 | 3 | 0.0 | -13 | -2
CC(/C=N/NC(=O)c1ccco1)=C\c1ccccc1 | 0.3 | -1.1 | 0 | 6 | 14 | -3 | -2 | 3.0 | -9 | -7
Cc1cc(NC(=O)CSc2nnc(Cn3c(=O)sc4ccccc43)n2-c2ccccc2C)no1 | -1.3 | -0.9 | -1 | 0 | 2 | -8 | -3 | 0.5 | 3 | 0
COc1ccc(Br)c(C(=O)OCC(=O)NC2CCCCCCC2)c1 | 1.0 | -0.1 | -2 | -14 | 1 | -2 | 1 | 0.3 | · | -2
O=C(C1=C(O)C(=O)N(CCN2CCOCC2)C1c1ccc([N+](=O)[O-])cc1)c1cccs1 (stereo not drawn) | -1.9 | 0.6 | -2 | 8 | -13 | -3 | 0 | · | -6 | 1
CCOC(=O)CCCCC(=O)c1[nH]c(=O)[nH]c1CN1CCOCC1 | -1.2 | -0.5 | 0 | 4 | 0 | -1 | -4 | -1.2 | -5 | -6
CC(C)(C)c1ccc(C(=O)NCC(=O)OCC(=O)Nc2ccc3c(c2)OCCO3)cc1 | 0.3 | -0.6 | 0 | 7 | 2 | -1 | 2 | -1.0 | -7 | 6

Profiles, looked up by structure.
Results for COc1cccc(/C=N/NC(=O)c2ccc3nc[nH]c3c2)c1O → LMPTP block = -0.6; TbMetRS inhib = -0.4; DNMT1 block = 2; NRP1-CendR mod = -5; SUMO1-SIM PPI = -8; MsrA act = -2; STEP block = 0; MsrA inh = 1.6; Scp-1 inhibitor = -8; E coli Lon inh = 0
Results for O=C(C1=C(O)C(=O)N(CCN2CCOCC2)C1c1ccc([N+](=O)[O-])cc1)c1cccs1 (stereo not drawn) → LMPTP block = -1.9; TbMetRS inhib = 0.6; DNMT1 block = -2; NRP1-CendR mod = 8; SUMO1-SIM PPI = -13; MsrA act = -3; STEP block = 0; MsrA inh = ·; Scp-1 inhibitor = -6; E coli Lon inh = 1
